AmpC no deterg = qHTS Inhibitors of AmpC Beta-Lactamase (assay without detergent). AmpC nitrocefin hydrolysis, absorbance 480 nm, 0.0001% Triton. AID 485341, 2010. P00811. Potency, µM (top dose mostly 57.1 µM), without a hit: at the highest dose activity change, negative = inhibition, actives largely listed as inhibitors. 330,000 compounds, 0.52% hits;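 also: potency is read from the fitted curve at half-maximal effect; plate controls were no compound for no effect and no enzyme for full effect; nearly all actives have a fitted effect of over 20% in size; some results filed as inactive show a strong effect at the top dose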
Target sequence (P00811 whole entry, looked up): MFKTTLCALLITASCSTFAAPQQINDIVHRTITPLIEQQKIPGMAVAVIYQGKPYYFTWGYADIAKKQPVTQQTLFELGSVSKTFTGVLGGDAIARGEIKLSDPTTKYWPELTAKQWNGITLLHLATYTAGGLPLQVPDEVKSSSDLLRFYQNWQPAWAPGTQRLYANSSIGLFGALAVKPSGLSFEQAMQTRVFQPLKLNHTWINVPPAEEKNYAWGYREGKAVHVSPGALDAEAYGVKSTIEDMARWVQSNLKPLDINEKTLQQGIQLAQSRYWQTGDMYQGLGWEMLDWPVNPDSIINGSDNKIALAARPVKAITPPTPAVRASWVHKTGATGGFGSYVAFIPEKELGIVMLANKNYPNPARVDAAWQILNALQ
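20 mM phosphate pH 7.0 + 0.01% (detergent screen) or 0.0001% Triton X-100; 5.3 nM AmpC reagent; cpd preinc 15 min RT; nitrocefin (800 uM stock) to start; A480 q20 s × 4 min; Activity was normalised to no-enzyme and no-compound control wells.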
HCV inh = qHTS Assay for Inhibitors of Hepatitis C Virus (HCV). Huh7.5.1 HCVcc-Cre infection, luciferase reporter, 44 h. Potency, µM (doses to about 41.8 µM), inactives show top-dose activity change, negative = inhibition, usual class: inhibitors. 340,000 compounds, 3.4% hits. AID 651820, 2012; also: potency is read from the fitted curve at half-maximal effect
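Cells (1,000/well) were plated 4 h before compound, then infected with HCVcc-Cre virus (~0.5 moi). After 44 h further culture, infection was read as luciferase luminescence following a 15 min substrate incubation at room temperature.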
Sm TGR block = qHTS Assay for the Inhibitors of Schistosoma Mansoni Peroxiredoxins. AID 485364, 2010. purified TGR, DTNB reduction, TNB absorbance 405 nm. Schistosoma mansoni thioredoxin glutathione reductase (TGR), Q962Y6. 360,000 compounds, 3% hits. Potency, µM (top dose mostly 114 µM), for the others: top-dose activity change, negative = inhibition, usual class: inhibitors; also: potency is read from the fitted curve at half-maximal effect; nearly all actives have a fitted effect of over 60% in size
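First, TGR (20 nM dispensed) and NADPH were mixed with compound. Second, a 15 min room-temperature incubation followed. Third, further NADPH and then DTNB were added to start the reaction. Finally, TNB absorbance was monitored kinetically.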
HCMV antiviral = qHTS Assay for inhibitors of the human cytomegalovirus (HCMV). HFF cells, HCMV-luciferase reporter, 72 h; stronger effect = lower value. activity change, negative = inhibition, % at 57.5 µM. 410,000 compounds, 4.5% hits; in the data active = activity change below about -60%; inconclusive = no clear call, values can overlap the other calls; inactive = above about -39%
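HFF cells seeded 16 h at 37C, treated with compounds, infected with luciferase-reporter HCMV at MOI 1 PFU/cell; luciferase read at 72 h post infection, normalized to buffer-only and Salinomycin controls.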
AmpC inh detg = qHTS Inhibitors of AmpC Beta-Lactamase (assay with detergent); AmpC hydrolysis of nitrocefin, absorbance 480 nm, 0.01% Triton; Potency, µM (highest dose often 114 µM), for inactives: top-dose activity change, negative = inhibition, hits mostly inhibitors; 370,000 compounds, 0.041% hits; AID 485294, 2010;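 also: potency is read from the fitted curve at half-maximal effect; 0% = no-compound wells and -100% = no-enzyme wells; nearly all actives have a fitted effect of over 25% in size; some results filed as inactive show a strong effect at the top dose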
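AmpC (5.3 nM in the dispensed reagent) in 20 mM phosphate pH 7.0 with 0.01% (detergent screen) or 0.0001% Triton X-100 was preincubated with compounds for 15 min at room temperature. Nitrocefin was then added from an 800 uM solution, and hydrolysis was followed at 480 nm.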
FBPA Giardia inh = qHTS Assay for Inhibitors of Fructose-1,6-bisphosphate Aldolase from Giardia Lamblia; AID 2451, 2010; 290,000 compounds, 0.71% hits; purified Giardia FBPA; Potency, µM (highest dose often 59.6 µM), for the others: top-dose activity, negative = inhibition, actives largely listed as inhibitors; A8B2U2; also: potency is read from the fitted curve at half-maximal effect; nearly all actives have a fitted effect of over 55% in size
Target sequence (A8B2U2 whole entry, looked up): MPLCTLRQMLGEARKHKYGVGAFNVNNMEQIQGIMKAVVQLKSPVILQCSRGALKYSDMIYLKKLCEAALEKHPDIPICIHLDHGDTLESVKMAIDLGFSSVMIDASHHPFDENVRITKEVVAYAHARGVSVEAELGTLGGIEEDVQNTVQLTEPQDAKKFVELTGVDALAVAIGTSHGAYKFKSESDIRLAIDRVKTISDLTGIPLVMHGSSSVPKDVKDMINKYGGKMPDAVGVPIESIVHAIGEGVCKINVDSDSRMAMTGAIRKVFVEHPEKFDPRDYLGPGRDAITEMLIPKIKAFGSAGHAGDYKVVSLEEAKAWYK
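40 nM FBPA preincubated 10 min at RT with compound (up to 57.5 uM final), then substrate plus GAPDH/TPI/NAD/arsenate coupling and diaphorase/resazurin added. Fluorescence read after 20 min at RT, 525/598 nm.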
The depositor's hits bear a star; ? = inconclusive; . = not tested or not shown; & = joins results of further samples; [ ] = remark or other dose. Unless noted, calls follow the shape of the dose curve; as a rule, active = well fitted curve in the direction sought with a large enough effect; inconclusive = small, poorly fitted or top-dose-only effect, or another doubt; inactive = no such curve, though single readings can be large; an effect the other way counts as inactive or inconclusive. Unless noted, % is scaled to controls: 0 for no effect and ±100 for the full control effect.

SMILES	AmpC no deterg	HCV inh	Sm TGR block	HCMV antiviral	AmpC inh detg	FBPA Giardia inh
CC(C)(C)C(=O)Nc1ccc2nc(SCC(=O)N3CCCC3)sc2c1	.	.	-1%	53	16%	.
CC[C@@H](C)[C@@H]1CN([C@@H](CN2CCC[C@H]2CN2C(N)=NC[C@H]2CC(C)C)C(C)C)C(=N)N1CCc1ccc(Cl)c(Cl)c1	84%[activator]	-16%	.	-17	.	.
O=C(Oc1c(-c2ccccc2)c(=O)n2c3c(cccc13)CC2)c1cccc([N+](=O)[O-])c1	-7%	18%	?	-72*	?	-1%
O=C(Nc1ccc(Cl)cc1)c1cnn2c1NC(c1ccccc1)=CC2c1ccccc1 (centres undefined)	.	.	-2%	-102*	23%	.
CCc1cccc(N(CC(=O)NC2CCCCC2)C(=O)c2csnn2)c1	2%	11%	3%	-1	-12%	17%
Cc1ccc2nc(C)cc(C(=O)OCC(=O)Nc3c(C)n(C)n(-c4ccccc4)c3=O)c2c1	-4%	7%	4%	-32	0%	2%
CCOC(=O)c1nc(Nc2ccc(N3CCOCC3)cc2)c2ccccc2n1	-5%	-21%	-2%	-34	2%	11%
COc1ccc(/C=C(/C#N)C(=O)Nc2cc(C)ccc2C)cc1C(=O)O	-22%	1%	4%	-32	2%	3%
COc1ccc2c(c1)[nH]c1c(=O)n(Cc3ccccn3)cnc12	-17%	2%	23%	25	4%	2%
Cc1ccc(C(=O)NCC(=O)NCC(c2ccco2)N2CCCCC2)cc1C (centres undefined)	5%	31%[activator]	-9%	-3	-12%	.
COc1cc(OC)c(N(C)C(=O)c2sc3nc4n(c(=O)c3c2C)CCCC4)cc1Cl	.	.	32µM*	-19	17%	.
COc1ccc(CSc2nc3nc(C)cc(C)n3n2)cc1F	14%	-11%	?	-30	2%	-13%
Cc1cc(NC(=O)CSc2nnc(Nc3ccccc3F)s2)no1	-10%	16%	2%	-4	-2%	0%
COc1ccc(/C=C/C(=O)c2ccc[nH]2)c(OC)c1OC	-12%	?	-19%	55	?	2%
Cn1ccnc1SC(=O)N1c2ccccc2Sc2ccccc21	-14%	7%	-7%	-36	?	-13%
CCOCCCNC(=O)C1CCC(CNS(=O)(=O)c2cccc3nsnc23)CC1 (centres undefined)	-15%	1%	2%	-4	?	-6%
CSc1ncc(C(=O)NCc2ccc(Cl)cc2)c(C(F)(F)F)n1	.	.	2%	-3	11%	.
COc1cc(C(=O)OCc2cc(=O)n3ccsc3n2)cc(OC)c1OC	.	.	2%	0	6%	.
CCOCCCn1c(=O)c2ccccc2n2c(=S)[nH]nc12	-16%	13%	-4%	?	1%	13µM*
Cc1ccccc1OCCN1CCC(Cc2ccccc2)CC1	0%[2.29 µM]	-2%	1%	?	-8%	?
OCCCCNc1cccc2ccccc12	-17%	?	?	56	3%	?
Cc1nnc(NC(=O)Cn2cnc3c2c(=O)n(C)c(=O)n3C)s1	-9%	-5%	0%	26	-5%	-2%
CCOC(=O)CSc1nc(C)cc(C)c1C(N)=O	-6%	0%	-6%	-19	-2%	4%
On1c2c(c3c4nonc4ccc31)CCCC2	-35%	?	?	.	?	5.6µM*
CC1Cc2ccccc2N1C(=O)COC(=O)c1cccnc1Cl (centres undefined)	-10%	-3%	7%	-2	?	1%
COc1cccc2cc(C(=O)OCC(=O)NCc3ccc4c(c3)OCO4)c(=O)oc12	-14%	6%	-4%	1	-1%	3%
Cc1cccnc1NC(=O)c1cc2ccccc2oc1=O	-19%	?	49%[activator]	-25	1%	6%
O=C(NCc1ccc(F)cc1)C1CCC(=O)N1CCc1ccccc1 (centres undefined)	0%	9%	-3%	24	-2%	3%
CCOc1ccc(CNC(=O)C2CCCN(S(=O)(=O)N(CC)c3ccc(OCC)cc3)C2)cc1 (centres undefined)	.	.	-9%	?	4%	.
CC(=O)Nc1nnc(C)s1	-16%	-17%	-10%	8	-5%	0%
Cc1ccnc(SCC(=O)c2ccc([N+](=O)[O-])cc2)n1	-11%	-15%	-26%	3	?	-6%
O=C1OCCN1C(=O)[C@H]1[C@H](c2ccc(F)cc2)C(c2ccc(F)cc2)=NN1c1ccc(Br)cc1	-4%	5%[8.37 µM]	3%	.	-1%	-10%&-4%
Cc1ccc(NC(=O)CC2C(=O)NC3CCCCC3N2C(=O)c2ccc(F)cc2)cc1C (centres undefined)	37%	-17%&19%	-18%	42	1%	1%
Cc1cc(Cl)ccc1OCC(=O)OCC(=O)NC1CCS(=O)(=O)C1 (centres undefined)	-5%	26%	4%	-28	-18%	.
CN1CCN(C(=O)c2ccccc2N(Cc2ccccc2)S(C)(=O)=O)CC1	-18%	10%&-2%	1%	-10	-10%	3%
COCCn1c(C)cc(O)c(C(c2ccc(Cl)cc2)N2CCCCC2)c1=O (centres undefined)	.	.	10µM*	2	3%	.
Cc1ccc(CNC(=O)CN2C(=O)CSc3c2c(C)nn3-c2ccccc2)cc1	.	.	-1%	-23	-3%	.
O=C(CSc1nnc(-c2ccc(O)cc2)o1)Nc1ccccc1	-23%	6%	-3%	1	-2%	4%
Cc1ccc(CCNC(=O)Cn2ccc3cc(S(=O)(=O)N4CCCC4)ccc32)cc1	-21%	?	-10%	9	1%	19%
O=C(CNS(=O)(=O)c1ccc(F)c(Cl)c1)N1CCCCCC1	-16%	12%	-1%	11	-9%	-1%
COc1ccc(NC(=O)CSc2nc3ccccc3c(=O)n2CCC(=O)N2CCCCC2)cc1	100%[activator]	-20%	1%	-11	-4%	-1%
O=C(CSc1nc2nccnc2c(=O)n1CCc1c[nH]c2ccccc12)Nc1ccccc1	.	.	-8%	-28	-5%	.
CCCC/C(=N/O)c1c(C)[nH]c2ccccc12	-17%	7%	.	-29	?	-7%
Cc1ccc(OCC(=O)NNC(=O)C2CSC3(C)CCC(=O)N23)cc1 (centres undefined)	-11%	16%	-2%	-27	-9%	.
CN(C)S(=O)(=O)N1CCCC(C(=O)c2ccc(C(F)(F)F)cc2)C1 (centres undefined)	23%	0%	-30%	?	-5%	-4%

Retrieved one by one from the entries so far:
SMILES	AmpC no deterg	HCV inh	Sm TGR block	HCMV antiviral	AmpC inh detg	FBPA Giardia inh
O=C(CNS(=O)(=O)c1ccc(F)c(Cl)c1)N1CCCCCC1	-16%	12%	-1%	11	-9%	-1%
COCCn1c(C)cc(O)c(C(c2ccc(Cl)cc2)N2CCCCC2)c1=O (centres undefined)	.	.	10µM*	2	3%	.

Additional results
SMILES	AmpC no deterg	HCV inh	Sm TGR block	HCMV antiviral	AmpC inh detg	FBPA Giardia inh
CC(C)CCN1CCN=C1Nc1ccccc1	-22%	8%	5%	-4	?	-1%
COCCCn1c(N)c(C(=O)NCc2ccco2)c2nc3ccccc3nc21	38%	-30%	7.1µM*	-2	-1%	?
COc1ccc(-c2cc(C(F)(F)F)nc(S(=O)(=O)CCCC(=O)Nc3ccccc3C(F)(F)F)n2)cc1OC	.	.	?	-100*	5%	.
COc1ccc(-c2nc(CN3CCC(C(=O)NCCc4ccccc4)CC3)c(C)o2)cc1OC	.	.	2%	1	?	.
Cc1cc(C)c(C)c(S(=O)(=O)N2CCC(C(=O)Nc3ccncc3)CC2)c1C	132%[activator]	-22%	4%	7	6%	.
Cc1c(Nc2nc3ccccc3nc2NS(=O)(=O)c2ccccc2)c(=O)n(-c2ccccc2)n1C	-32%	13%	-1%[11.4 µM]	-26	-2%	-2%
COC(=O)c1ccc(CSc2nnc(Nc3cccc(OC)c3)s2)o1	-30%	6%	4%	48	?	-2%
C=CCc1cccc(Cl)c1OCCCNC1CCCC1	-6%	10µM*	2%	35	?	?
O=C(Nc1cc(C(F)(F)F)ccc1N1CCOCC1)c1cccs1	-2%	?	-4%	13	-15%	-5%
COc1ccc(C(=O)N2CCOC2CNC(=O)C(=O)NCCc2ccccc2OC)cc1 (centres undefined)	-5%	9%	-26%	8	-15%	.
O=C(c1cc2c(=O)n3ccccc3nc2s1)N1CCOCC1	-6%	7%	3%	29	-6%	2%
CCOc1ccc(/C(O)=C2/C(=O)C(=O)N(CCCn3ccnc3)C2c2cccs2)cc1Cl (centres undefined)	-17%	2%	?	15	?	10%
O=C(c1ccc(S(=O)(=O)N2CCOCC2)cc1)N(c1ccc(F)cc1)C1C=CS(=O)(=O)C1 (centres undefined)	7%	11%&9%	-5%	2	2%	6%
COc1ccc(Cn2c(-c3ccc(Cl)cc3)c[n+]3ccccc23)cc1	-1%	-26%	1%	-95*	-2%	2%
Cc1c(NC(=O)c2ccccc2NS(=O)(=O)c2ccc(Br)cc2)c(=O)n(-c2ccccc2)n1C	-45%	29%	6%	51	-15%	7%[12.9 µM]
COc1ccc(Cl)cc1NC(=O)c1cc(-c2ccc3c(c2)OCO3)on1	.	.	5%	29	21%	.
O=C(NCCCN1CCCC1=O)c1ccc2c(=O)n(-c3ccccc3F)c(=S)[nH]c2c1	-14%	?	0%	-28	3%	-23%

Shown with two lines to a compound: part of the list above
Order of results: AmpC no deterg | HCV inh | Sm TGR block | HCMV antiviral | AmpC inh detg | FBPA Giardia inh
C=CCc1cccc(Cl)c1OCCCNC1CCCC1
 : -6% | 10µM* | 2% | 35 | ? | ?
O=C(Nc1cc(C(F)(F)F)ccc1N1CCOCC1)c1cccs1
 : -2% | ? | -4% | 13 | -15% | -5%
COc1ccc(C(=O)N2CCOC2CNC(=O)C(=O)NCCc2ccccc2OC)cc1 (centres undefined)
 : -5% | 9% | -26% | 8 | -15% | .
O=C(c1cc2c(=O)n3ccccc3nc2s1)N1CCOCC1
 : -6% | 7% | 3% | 29 | -6% | 2%
CCOc1ccc(/C(O)=C2/C(=O)C(=O)N(CCCn3ccnc3)C2c2cccs2)cc1Cl (centres undefined)
 : -17% | 2% | ? | 15 | ? | 10%
O=C(c1ccc(S(=O)(=O)N2CCOCC2)cc1)N(c1ccc(F)cc1)C1C=CS(=O)(=O)C1 (centres undefined)
 : 7% | 11%&9% | -5% | 2 | 2% | 6%
COc1ccc(Cn2c(-c3ccc(Cl)cc3)c[n+]3ccccc23)cc1
 : -1% | -26% | 1% | -95* | -2% | 2%
